Rab9 prom act: qHTS Assay for Rab9 Promoter Activators; Huh7 Rab9 promoter-luciferase reporter, luminescence, 24 h; Potency, µM (top dose mostly 9.22 µM), inactives show at the highest dose activation, negative = inhibition, usual class: activators; 2.8% of 320,000 active; also: potency is read from the fitted curve at half-maximal effect; % of control where 0% means no effect; nearly all actives have a fitted effect of over 60% in size
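Luciferase signal after 10 min detection reagent at ambient indicates Rab9 promoter upregulation; stably transfected Huh7 cells were treated 24 h with compound in DMSO at 37 °C, 5% CO2.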
ELG1 genotoxic: qHTS screen for small molecules that induce genotoxicity in human embryonic kidney (HEK293T) cells expressing luciferase-tagged ELG1; HEK293T ELG1-luciferase reporter, luminescence, 16 h; Potency, µM (highest dose often 46 µM), without a hit: top-dose activity change, positive = activation, most hits filed as activators; 1.3% of 330,000 active; AID 504466, 2011; also: potency is read from the fitted curve at half-maximal effect; % of control where 0% means no effect; nearly all actives have a fitted effect of over 60% in size
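HEK293T cells expressing luciferase-tagged ELG1 were exposed to compound or DMSO vehicle for 16 hr at 37 °C and 5% CO2. Luciferase activity was then measured with ONE-Glo after 30 min at room temperature.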
p53 reactivator: qHTS assay for re-activators of p53 using a Luc reporter; H1299 p53-A138V BP100-luciferase reporter, luminescence, 24 h; Potency, µM (series often up to 92.2 µM), for the others: at the highest dose activity change, positive = activation, usual class: activators; 0.063% of 320,000 active; also: potency is read from the fitted curve at half-maximal effect; % of control where 0% means no effect; nearly all actives have a fitted effect of over 45% in size
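H1299 (p53-null), stable ts p53-A138V + BP100-Luc; 1000 cells/well, Opti-MEM/10% FBS; cpd 4 pt, 1:5; 24 h, 37 deg C, 5% CO2; detection reagent 10 min RT; luminescence.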
FLuc counter: qHTS profiling assay for firefly luciferase inhibitor/activator using purifed enzyme and Km concentrations of substrates (counterscreen for miR-21 project); Luciferin 4-monooxygenase (Photinus pyralis), P08659; purified FLuc, Km substrates, luminescence inhibition; Potency, µM (doses to about 57.5 µM), for inactives: at the highest dose activity change, negative = inhibition, actives largely listed as inhibitors; 6.9% of 360,000 active; AID 588342, 2011;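 also: potency is read from the fitted curve at half-maximal effect; plate controls were vehicle for no effect and reference inhibitor for full effect; nearly all actives have a fitted effect of over 55% in size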
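Purified P. pyralis luciferase, 10 nM final, with Km-level 10 uM D-luciferin and 10 uM ATP in 50 mM Tris acetate pH 7.5, 10 mM Mg acetate, 0.01% Tween-20, 0.05% BSA; 6-point qHTS titration about 60 µM downward; luminescence read.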
Tb PFK inh: qHTS Assay to Find Inhibitors of T. brucei phosphofructokinase | AID 485367, 2010 | 0.17% of 330,000 active | Potency, µM (series often up to 57.5 µM), for the others: top-dose activity, negative = inhibition, most hits filed as inhibitors | ATP-dependent 6-phosphofructokinase (Trypanosoma brucei brucei), O15648 | T. brucei PFK, ADP-Glo luminescence;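 also: potency is read from the fitted curve at half-maximal effect; 0% = uninhibited 1x PFK enzyme wells and -100% = no-enzyme wells; nearly all actives have a fitted effect of over 60% in size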
Target sequence (O15648 whole entry, looked up): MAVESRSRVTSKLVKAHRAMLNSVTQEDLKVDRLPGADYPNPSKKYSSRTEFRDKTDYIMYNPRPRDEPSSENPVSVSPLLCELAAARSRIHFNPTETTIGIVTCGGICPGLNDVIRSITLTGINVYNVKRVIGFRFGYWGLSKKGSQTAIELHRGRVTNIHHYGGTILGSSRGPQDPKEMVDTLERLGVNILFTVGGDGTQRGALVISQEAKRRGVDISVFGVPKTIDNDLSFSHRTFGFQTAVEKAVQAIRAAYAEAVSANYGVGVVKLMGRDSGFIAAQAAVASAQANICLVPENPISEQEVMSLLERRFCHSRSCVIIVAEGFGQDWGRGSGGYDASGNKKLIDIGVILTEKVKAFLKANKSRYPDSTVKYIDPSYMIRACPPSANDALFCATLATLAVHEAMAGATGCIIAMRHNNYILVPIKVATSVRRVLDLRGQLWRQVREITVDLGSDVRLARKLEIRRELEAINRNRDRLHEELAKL
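PFK 1.25 nM, F6P 0.5 mM, ATP 0.1 mM, 0.1 M TEA pH 8.0, 5 mM MgCl2, 0.01% Tween20, 0.1% BSA; 45 min RT. ADP-Glo readout. qHTS titration up to 57 uM; curves fitted, compounds curve-classed.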
Gal4-VP16 FLuc: VP16 counterscreen qHTS for inhibitors of ROR gamma transcriptional activity; 3.5% of 310,000 active; Drosophila S2 Gal4-VP16 UAS-luciferase, luminescence, 20 h; Potency, µM (doses to about 53.6 µM), for inactives: at the top dose activity, negative = inhibition, hits mostly inhibitors; AID 2546, 2010;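 also: Gal4-VP16 expression switched on by copper sulfate through the metallothionein promoter; potency is read from the fitted curve at half-maximal effect; % is scaled to controls: 0 for no effect and ±100 for the full control effect; nearly all actives have a fitted effect of over 50% in size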
ELG1 DNA repair: qHTS screen for small molecules that inhibit ELG1-dependent DNA repair in human embryonic kidney (HEK293T) cells expressing luciferase-tagged ELG1; HEK293T ELG1-luciferase reporter, luminescence, 16 h; DNA damage induced by 5-fluorouridine; Potency, µM (series often up to 46.1 µM), for the others: at the top dose activity change, negative = inhibition, usual class: inhibitors; 2.3% of 330,000 active; also: potency is read from the fitted curve at half-maximal effect; % is scaled to controls: 0 for no effect and ±100 for the full control effect; nearly all actives have a fitted effect of over 55% in size
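Luminescence from the luciferase reporter, measured 30 min after ONE-Glo reagent at room temperature, was the read-out. Beforehand, 2,000 cells per well were exposed for 16 hr at 37 °C to 5-fluorouridine together with compound or vehicle.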
RORgamma inh: qHTS for inhibitors of ROR gamma transcriptional activity; Nuclear receptor ROR-gamma (Mus musculus), P51450; Drosophila S2 Gal4-RORgamma UAS-luciferase reporter, 20 h; Potency, µM (titrated, usually from 53.6 µM), for the others: top-dose activity change, negative = inhibition, actives largely listed as inhibitors; 5.4% of 310,000 active; AID 2551, 2010; also: potency is read from the fitted curve at half-maximal effect; % is scaled to controls: 0 for no effect and ±100 for the full control effect; nearly all actives have a fitted effect of over 60% in size
Target sequence (P51450 whole entry, looked up, the tested form may be a part): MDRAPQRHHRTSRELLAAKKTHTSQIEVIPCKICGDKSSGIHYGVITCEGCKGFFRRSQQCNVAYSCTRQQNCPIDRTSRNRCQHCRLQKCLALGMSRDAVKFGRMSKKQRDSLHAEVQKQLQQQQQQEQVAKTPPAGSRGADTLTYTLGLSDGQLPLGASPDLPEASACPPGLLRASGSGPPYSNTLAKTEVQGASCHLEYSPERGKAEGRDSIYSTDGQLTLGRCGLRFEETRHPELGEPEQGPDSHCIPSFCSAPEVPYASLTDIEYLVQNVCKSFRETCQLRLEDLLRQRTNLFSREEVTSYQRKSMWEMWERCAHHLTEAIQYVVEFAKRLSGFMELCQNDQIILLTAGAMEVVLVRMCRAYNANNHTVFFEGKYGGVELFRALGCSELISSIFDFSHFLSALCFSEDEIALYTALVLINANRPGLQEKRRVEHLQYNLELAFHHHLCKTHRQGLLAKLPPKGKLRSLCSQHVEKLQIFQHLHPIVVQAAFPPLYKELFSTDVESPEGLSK
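Drosophila S2 cells stably expressing Gal4-DBD/mouse RORγ fusion under metallothionein promoter plus UAS-luciferase; compound 1 h, then 700 uM CuSO4 induction for 20 h at ambient temperature; inhibition read as reduced luminescence.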
TRPV1 ag: HTS Assay for Compounds that Act as Agonists of the Vanilloid Receptor 1 | activation, % at 8.33 µM | TRPV1-expressing cells, Fluo-8 calcium influx, agonist mode | AID 540275, 2011 | 0.19% of 320,000 active | Transient receptor potential cation channel subfamily V member 1 (Homo sapiens), Q8NER1; in the data active = activation above about 80%; inconclusive = between about 30% and that limit; also: 0% is about no effect
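Cells expressing TRPV1 were dye-loaded with Fluo-8 and read kinetically: 10 s baseline, 3 min after compound (agonist portion), then 2 min after EC20 capsaicin (allosteric enhancer portion). Calcium-bound dye fluorescence at 480/520 nm.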
BRCA1 expr act: qHTS Assay to Identify Small Molecule Activators of BRCA1 Expression; MCF7-BRCA1-FFLuc reporter, luminescence, 48 h; response scale: scaled: vehicle 0%, 10 µM genistein 100%; Potency, µM (top dose mostly 46.1 µM), inactives show at the highest dose activation, hits mostly activators; 1.1% of 380,000 active; also: potency is read from the fitted curve at half-maximal effect; nearly all actives have a fitted effect of over 80% in size; some results filed as inactive show a strong effect at the top dose
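Activators of BRCA1 expression were detected as increased firefly luciferase luminescence in engineered MCF7 cells after 48 h compound incubation. Signals were scaled to genistein 10 microM as full activation.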
NPC1 promoter act: qHTS Assay for NPC1 Promoter Activators; Huh7 NPC1 promoter luciferase reporter, 24 h; 2.4% of 320,000 active; Potency, µM (doses to about 9.22 µM), without a hit: at the top dose activation, actives largely listed as activators;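 also: potency is read from the fitted curve at half-maximal effect; % of control where 0% means no effect; nearly all actives have a fitted effect of over 60% in size; reporter is driven by a mutant NPC1 promoter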
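In 1536-well qHTS, Huh7 cells harboring an NPC1 promoter–luciferase construct received compound for 24 h; activation was quantified by luminescence following luciferase reagent addition.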
* = called active by the depositor; [ ] = another dose, or the depositor's remark. Unless noted, calls follow the shape of the dose curve; as a rule, active = well fitted curve in the direction sought with a large enough effect; inconclusive = small, poorly fitted or top-dose-only effect, or another doubt; inactive = no such curve, though single readings can be large; an effect the other way counts as inactive or inconclusive.

Results for CC(COc1ccccc1)N1CCC(CO)(Cc2ccccc2)CC1 (configuration not stated) ?
Rab9 prom act: 0%; ELG1 genotoxic: 1%; p53 reactivator: -4%; FLuc counter: -2%; Tb PFK inh: 1%; Gal4-VP16 FLuc: 1%; ELG1 DNA repair: -4%; RORgamma inh: -19%; TRPV1 ag: 1; BRCA1 expr act: 0%; NPC1 promoter act: -3%

Results for Cc1cc(C)n2nc(C(=O)N/N=C/c3ccc(O)cc3)nc2n1 ?
Rab9 prom act: -5%; ELG1 genotoxic: -1%; p53 reactivator: 0%; FLuc counter: -9%; Tb PFK inh: 1%; Gal4-VP16 FLuc: 6%; ELG1 DNA repair: -1%; RORgamma inh: 6%; TRPV1 ag: -2; BRCA1 expr act: 5%; NPC1 promoter act: -4%

How did Cc1cccc(C)c1OCc1cc(C(=O)NCC2CCCCC2)no1 do in these assays?
Rab9 prom act: 1%; ELG1 genotoxic: 9%; p53 reactivator: 5%; FLuc counter: 0%; Tb PFK inh: 1%; Gal4-VP16 FLuc: -10%; ELG1 DNA repair: 9%; RORgamma inh: -19%; TRPV1 ag: inconclusive; BRCA1 expr act: -8%; NPC1 promoter act: -1%

Results for COc1ccc(C2CCCN2C(=O)Nc2cccc(C(C)=O)c2)cc1OC (configuration not stated) ?
Rab9 prom act: 1%; ELG1 genotoxic: -4%; p53 reactivator: -16%; FLuc counter: -1%; Tb PFK inh: 0%; Gal4-VP16 FLuc: 15%; ELG1 DNA repair: -13%; RORgamma inh: 21%; TRPV1 ag: 10; BRCA1 expr act: -13%; NPC1 promoter act: -5%

Results for O=C1C2C3C=CC(C4CC34)C2C(=O)N1c1nccs1 (configuration not stated) ?
Rab9 prom act: 0%; ELG1 genotoxic: -3%; p53 reactivator: -7%; FLuc counter: -2%; Tb PFK inh: -5%; Gal4-VP16 FLuc: -6%; ELG1 DNA repair: -1%; RORgamma inh: -3%; TRPV1 ag: -3; BRCA1 expr act: 26%; NPC1 promoter act: 3%

How did O=C(NCc1ccccc1)C(c1ccccc1)N(C(=O)c1csnn1)c1ccccc1 (configuration not stated) do in these assays?
Rab9 prom act: 0%; ELG1 genotoxic: -9%; p53 reactivator: -5%; FLuc counter: 3%; Tb PFK inh: -6%; Gal4-VP16 FLuc: 5%; ELG1 DNA repair: inconclusive; RORgamma inh: -18%; TRPV1 ag: 3; BRCA1 expr act: -24%; NPC1 promoter act: -5%

How did O=C(NCCOCCNC(=O)OCc1ccccc1)OCc1ccccc1 do in these assays?
Rab9 prom act: -1%; ELG1 genotoxic: -7%; p53 reactivator: -1%; FLuc counter: -4%; Tb PFK inh: -4%; Gal4-VP16 FLuc: 0%; ELG1 DNA repair: -14%; RORgamma inh: 20%; TRPV1 ag: 0; BRCA1 expr act: -11%; NPC1 promoter act: 0%

Results for O=C1C=C(NCc2ccc(Cl)cc2)CC(c2ccco2)C1 (configuration not stated) ?
Rab9 prom act: -4%; ELG1 genotoxic: 0%; p53 reactivator: -4%; FLuc counter: 0%; Tb PFK inh: -8%; Gal4-VP16 FLuc: -2%; ELG1 DNA repair: inconclusive; RORgamma inh: 37%; TRPV1 ag: 6; BRCA1 expr act: -64%; NPC1 promoter act: -1%

How did CC(=O)Nc1cc(Br)ccc1O do in these assays?
Rab9 prom act: -5%; ELG1 genotoxic: -2%; p53 reactivator: -2%; FLuc counter: -3%; Tb PFK inh: -2%; Gal4-VP16 FLuc: -16%; ELG1 DNA repair: -2%; RORgamma inh: -17%; TRPV1 ag: -1; BRCA1 expr act: -4%; NPC1 promoter act: 0%

Results for Cc1cc(C(=O)CCC(=O)Nc2ccc(S(N)(=O)=O)cc2)c(C)s1 ?
Rab9 prom act: -7%; ELG1 genotoxic: 4%; p53 reactivator: -3%; FLuc counter: 0%; Tb PFK inh: 0%; ELG1 DNA repair: 9%; TRPV1 ag: 17; BRCA1 expr act: -2%; NPC1 promoter act: 0%

Results for Cc1cc(C)c2cc(C#N)c(SCC(=O)NCC3CCCO3)nc2c1 (configuration not stated) ?
Rab9 prom act: -1%; ELG1 genotoxic: 1%; p53 reactivator: 7%; FLuc counter: -1%; Tb PFK inh: -8%; Gal4-VP16 FLuc: 0%; ELG1 DNA repair: 5%; RORgamma inh: 9%; TRPV1 ag: 2; BRCA1 expr act: -13%; NPC1 promoter act: 3%

What do the screens show for `O=C(Nc1nccs1)c1cc(-c2ccncc2)nc2ccccc12`?
Rab9 prom act: 1%; ELG1 genotoxic: -11%; p53 reactivator: -4%; FLuc counter: 0%; Tb PFK inh: -1%; Gal4-VP16 FLuc: -14%; ELG1 DNA repair: -17%; RORgamma inh: -31%; TRPV1 ag: 0; BRCA1 expr act: -46%; NPC1 promoter act: -5%

Results for NC(=O)C(c1ccc(Sc2ccccc2)nn1)c1ccc(Cl)cc1Cl (configuration not stated) ?
Rab9 prom act: -2%; ELG1 genotoxic: -5%; p53 reactivator: -9%; FLuc counter: 0%[2.3 µM]; Tb PFK inh: -5%; Gal4-VP16 FLuc: 2%; ELG1 DNA repair: -15%; RORgamma inh: 3%; TRPV1 ag: -2; BRCA1 expr act: -16%; NPC1 promoter act: 4%

What do the screens show for `O=C1c2ccccc2C2=Nc3ccccc3SC(c3cccc(F)c3)C12` (configuration not stated)?
Rab9 prom act: -4%; ELG1 genotoxic: -8%; p53 reactivator: -2%; FLuc counter: 6%; Tb PFK inh: -2%; Gal4-VP16 FLuc: -10%; ELG1 DNA repair: inconclusive; RORgamma inh: 37%; TRPV1 ag: 21; BRCA1 expr act: -83%; NPC1 promoter act: -6%

What do the screens show for `Cc1ccccc1CN1N=C(/C=C/c2ccccc2)CCC1=O`?
Rab9 prom act: -2%; ELG1 genotoxic: -5%; p53 reactivator: -7%; FLuc counter: -13%; Tb PFK inh: -1%; Gal4-VP16 FLuc: 3%; ELG1 DNA repair: inconclusive; RORgamma inh: 35%; TRPV1 ag: 7; BRCA1 expr act: 10%; NPC1 promoter act: -1%

Results for COc1ccc(-n2nc(C(=O)O)c3ccccc3c2=O)cc1 ?
Rab9 prom act: -11%; ELG1 genotoxic: -3%; p53 reactivator: 4%; FLuc counter: -4%; Tb PFK inh: 0%; Gal4-VP16 FLuc: -2%; ELG1 DNA repair: 2%; RORgamma inh: -1%; TRPV1 ag: 1; BRCA1 expr act: 5%; NPC1 promoter act: -3%

How did COc1cccc(-n2c(Cc3cc(=O)[nH]c(=O)[nH]3)nnc2SCC(=O)N2CCCCC2)c1 do in these assays?
Rab9 prom act: -4%; ELG1 genotoxic: 2%; p53 reactivator: -1%; FLuc counter: 0%; Tb PFK inh: 1%; Gal4-VP16 FLuc: -1%; ELG1 DNA repair: -3%; RORgamma inh: 5%; TRPV1 ag: -3; BRCA1 expr act: -4%; NPC1 promoter act: -1%

How did COc1cc(C2C3=C(CCCC3=O)Nc3c2c(C)nn3-c2cccc(C)c2)cc(OC)c1O (configuration not stated) do in these assays?
Rab9 prom act: -4%; ELG1 genotoxic: 0%; p53 reactivator: 0%; FLuc counter: -2%; Tb PFK inh: 0%; Gal4-VP16 FLuc: -29%; ELG1 DNA repair: inconclusive; RORgamma inh: -16%; TRPV1 ag: 9; BRCA1 expr act: 0%; NPC1 promoter act: -4%

What do the screens show for `Cc1cccc(NC(=O)Cn2cnc3sc(C)c(S(=O)(=O)N4CCC(C)CC4)c3c2=O)n1`?
Rab9 prom act: 6%; ELG1 genotoxic: 0%; p53 reactivator: 11%; FLuc counter: 1%; Tb PFK inh: -2%; Gal4-VP16 FLuc: -11%; ELG1 DNA repair: inconclusive; RORgamma inh: -31%; TRPV1 ag: -3; BRCA1 expr act: -19%; NPC1 promoter act: -6%

Screening data: PubChem BioAssay, National Center for Advancing Translational Sciences (NCATS)
